Assay outcomes: PubChem, National Center for Advancing Translational Sciences (NCATS)
PNC inhibitor – blocks assembly of the perinucleolar compartment; PC3M PTB-GFP, PNC prevalence imaging, 16 h; active compounds read low; activity change (PNC), negative = inhibition, % at 10 µM; hit rate 3.1% among 140,000; AID 2417;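 active means readout at or below -70, meaning at least 70% loss of cells showing the perinucleolar compartment, a nuclear body marking cancer cells; inconclusive means readout between -30 and a set limit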;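 further: plate controls were DMSO wells for no effect and camptothecin positive control wells for full effect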
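Read-out is percentage of cells bearing a perinucleolar compartment, from automated 20x imaging of fixed, Hoechst-stained PC3M PTB-GFP cells. Cells were seeded 4 h, then exposed 16 h to compound (23 nl of library stock) in duplicate plates.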
ALOX12 inhib – inhibitors of human 12-lipoxygenase (ALOX12) | P18054 | purified 12-hLO, xylenol orange hydroperoxide absorbance | Potency, µM (top dose mostly 57.1 µM), inactives show at the highest dose activity change, negative = inhibition, hits mostly inhibitors | hit rate 0.12% among 150,000; further: potency means the concentration at half of the fitted maximal effect; nearly all actives have a fitted effect of over 55% in size; many of its hits are not listed in these tables
Target sequence (P18054 whole entry, looked up): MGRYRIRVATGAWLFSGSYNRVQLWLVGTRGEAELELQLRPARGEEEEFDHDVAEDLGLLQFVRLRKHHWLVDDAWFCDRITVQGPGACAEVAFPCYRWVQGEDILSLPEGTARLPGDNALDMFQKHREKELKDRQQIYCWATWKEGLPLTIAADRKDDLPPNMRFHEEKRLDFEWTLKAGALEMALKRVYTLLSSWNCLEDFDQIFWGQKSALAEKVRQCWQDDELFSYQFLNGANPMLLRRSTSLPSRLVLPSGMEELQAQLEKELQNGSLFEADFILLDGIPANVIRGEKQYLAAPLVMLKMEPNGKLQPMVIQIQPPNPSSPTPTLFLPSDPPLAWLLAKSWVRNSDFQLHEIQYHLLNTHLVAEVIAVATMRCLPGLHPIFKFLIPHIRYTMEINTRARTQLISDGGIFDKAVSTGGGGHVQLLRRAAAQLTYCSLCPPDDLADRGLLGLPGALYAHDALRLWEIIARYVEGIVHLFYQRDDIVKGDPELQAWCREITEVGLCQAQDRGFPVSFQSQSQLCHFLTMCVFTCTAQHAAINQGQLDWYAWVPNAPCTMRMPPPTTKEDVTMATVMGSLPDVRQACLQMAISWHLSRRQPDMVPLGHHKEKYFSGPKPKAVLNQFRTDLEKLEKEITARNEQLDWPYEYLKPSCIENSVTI
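Purified human 12hLO (150 nM final) was preincubated with compounds for 15 min at room temperature in 25 mM Hepes pH 7.0, 0.01% Triton X-100, then reacted with 40 uM arachidonic acid for 30 min. Hydroperoxide was detected with ferrous iron/xylenol orange.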
15-hLO-2 inh – blocks human 15-lipoxygenase 2 activity; purified 15hLO-2, xylenol orange hydroperoxide absorbance; O15296; hit rate 0.56% among 110,000; AID 881; Potency, µM (series often up to 57.1 µM), for inactives: at the highest dose activity change, negative = inhibition, actives largely listed as inhibitors; further: potency means the concentration at half of the fitted maximal effect; nearly all actives have a fitted effect of over 60% in size; many of its hits are not listed in these tables
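Purified human 15hLO-2 (50 nM final) preincubated with compounds 15 min at room temperature in 25 mM Hepes pH 7.5, 0.01% Triton X-100, then 45 uM arachidonic acid added for 90 min; hydroperoxide detected via ferrous/xylenol orange, 573/405 nm absorbance ratio.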
IMPase inh – membrane-permeable compound that blocks inositol monophosphatase. P97697. CHO-M1 cells, IP1 accumulation, HTRF TR-FRET ratio. inhibition (IP1 accumulation), % at 46.1 µM. 120,000 tested, under 10 active; active means well fitted curve in the direction sought with a large enough effect in the signal ratio, not every such curve was filed as active; inconclusive means small, poorly fitted or top-dose-only effect, or a change in a side signal; inactive means no such curve, though single readings can be large or run the other way; the % refers to the signal ratio;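 further: cells stimulated with carbachol in lithium chloride buffer; plate controls were DMSO basal wells for no effect and reference inhibitor wells for full effect; higher means more IMPase inhibition seen as more IP1 and lower FRET ratio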
Target sequence (P97697 whole entry, looked up): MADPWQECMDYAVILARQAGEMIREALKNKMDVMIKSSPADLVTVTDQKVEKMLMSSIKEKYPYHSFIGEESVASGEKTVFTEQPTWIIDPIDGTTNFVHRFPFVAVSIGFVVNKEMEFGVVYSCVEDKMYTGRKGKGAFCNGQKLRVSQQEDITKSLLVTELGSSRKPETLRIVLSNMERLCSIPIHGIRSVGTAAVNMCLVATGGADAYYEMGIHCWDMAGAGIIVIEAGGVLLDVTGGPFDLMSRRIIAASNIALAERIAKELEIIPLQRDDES
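Measured: the HTRF emission ratio (665/620 nm) plus the 620 nm donor channel, each fitted to the Hill equation to give AC50. Cells were CHO-M1 given compounds up to 46 uM and a 30 min carbachol stimulation at 37C.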
Active calls of the source: *; ? = inconclusive; / = not tested or not shown; [ ] = dose if it differs, or a comment. Unless noted, the call rests on the fitted dose curve; in most records, active means well fitted curve in the direction sought with a large enough effect; inconclusive means small, poorly fitted or top-dose-only effect, or another doubt; inactive means no such curve, though single readings can be large; an effect the other way counts as inactive or inconclusive. Unless noted, on the % scale 0 is the no-effect control and ±100 the full control effect.

SMILES	PNC inhibitor	ALOX12 inhib	15-hLO-2 inh	IMPase inh
CCCn1c(=O)c(C(=O)NCc2ccc(OC)c(OC)c2)c(O)c2ccccc21	32	?	16%	8
O=C(NCc1ccccc1)c1cccc(COc2ccccc2Cl)c1	-6	-7%	7%	5
COc1ccccc1/C=N\Nc1cc(C)nc(-n2nc(C)cc2C)n1	-21	3%	/	/
COCCn1c(C)cc(C(=O)CSc2nc3ccccc3c(=O)n2Cc2ccco2)c1C	3	-3%	/	/
Cc1ccn(C(=O)c2cc3cc(Cl)ccc3oc2=O)n1	8	-4%	2%	0
CNC(=O)COC(=O)/C=C/c1c(C)nn(-c2ccccc2)c1C	20	0%	/	9
CN1CCN(C(=O)c2ccc(COc3ccc(C(C)(C)C)cc3)o2)CC1	13	-2%	-8%	18
CCC(=O)Oc1ccc(-c2cnc3ccccc3n2)cc1	11	2%	1%	-1
CCOc1ccc(OCCOc2cccc(C(F)(F)F)c2)cc1	2	1%	4%	5
O=C(NC1C=CS(=O)(=O)C1)c1sc2ccccc2c1Cl (configuration not stated)	6	0%	4%	-6
COC(=O)N/N=C/c1ccc([N+](=O)[O-])o1	13	-3%	/	10
CCOC(=O)c1sc2nc3c(cc2c1N)COC(C)(CC)C3 (configuration not stated)	-12	2%	-2%	-8
O=C(CSc1nc2c(cnn2-c2ccc(F)cc2)c(=O)[nH]1)Nc1nccs1	26	-5%	/	/
O=C(/C=C/c1ccc(F)cc1)Nc1cc(S(=O)(=O)N2CCOCC2)ccc1N1CCCC1	37	-1%	/	7
CCOC(=O)c1cc2sc(C)cc2n1CC(=O)Nc1ccc2c(c1)OCCO2	13	-4%	-9%	3
COc1ccc(C2C(C(C)=O)=C(O)C(=O)N2C)c(OC)c1 (configuration not stated)	-127*	4%	7%	-3
Cc1cc(C(=O)CSc2nc3ccccc3n2C)c(C)n1C	13	-1%	-2%	-1
COc1ccc(/C=C2\C(=O)N(c3c(Cl)cc(Cl)cc3Cl)N=C2NC(=O)c2cccc([N+](=O)[O-])c2)cc1	18	4%	/	/
Cc1ccccc1NC(=O)c1ccccc1NC(=O)Cc1cccc2ccccc12	-10	-1%	/	/
CS(=O)(=O)N1CCC2(CCCN(C(=O)Nc3ccccc3)C2)CC1	/	11%	1%	/
Cc1ccc(NC(=O)Cc2c[nH]c3ccccc23)cc1S(=O)(=O)N1CCCCCC1	-1	-1%	/	/
NCCNc1ncnc2ccc(Cl)cc12	/	0%[11.4 µM]	-1%[11.4 µM]	/
COc1ccccc1CN(Cc1nc2ccccc2c(=O)[nH]1)C(=O)Nc1ccccc1C	-115*	1%	1%	3
CCOC(=O)N1CCN(C(=O)N2CCOCC2)CC1	-17	-4%	-10%	?
NC(=O)N1CCN(C(=O)c2ccco2)CC1	?	9%	3%	2
COc1cccc(-c2cc(C(=O)NC3CCCC3)no2)c1	-2	4%	-3%	15
COC(=O)[C@H](CCSC)NC(=O)Nc1ccc(OC)cc1	?	3%	-1%	7
CC(=O)c1ccc(NC(=O)CSc2nc3nc(C)cc(C)n3n2)cc1	22	-3%	/	0
CCCC(O)(c1ccc(Cl)cc1)C(CN1CCOCC1)c1ccccc1 (configuration not stated)	?	-4%	26%	3
C=CCOc1ccccc1/C=N/NC(=O)c1ccc(Cl)cc1Cl	-16	-4%	/	/
CCn1c(C)nc2cc(S(=O)(=O)C(F)F)ccc21	-11	0%	-3%	3
c1ccc2c(c1)oc1c(Nc3ccc(CN4CCOCC4)cc3)ncnc12	-3	9%	19%	10
Cc1noc(C)c1S(=O)(=O)N(CCc1ccccc1)Cc1ccccc1	10	-8%	-5%	9
CC1CCCC(NC(=O)COC(=O)c2ccccc2NC(=O)c2ccco2)C1C (configuration not stated)	9	0%	2%	0
Cc1nn(C)cc1C(=O)Nc1cc(Oc2ccc(Cl)cc2)cc([N+](=O)[O-])c1	-29	-8%	-2%	-4
COC(=O)c1ccc(NC(=O)C2CCCCC2C(=O)O)cc1 (configuration not stated)	?	3%	-4%	-10
O=C(N/N=C/c1c(F)c(F)c(F)c(F)c1F)c1ccc(Cn2cc(Br)cn2)o1	-18	-3%	/	/
Cc1ccc(C(=O)O)cc1S(=O)(=O)NCC1CCCO1 (configuration not stated)	?	-27%	-4%	4
CCN(CC)S(=O)(=O)c1ccc(N/N=C/c2ccc(OC)c(OC)c2OC)nc1	-4	4%	/	/
O=C(Nc1cccc(Br)c1)c1cc2ccccc2o1	20	-10%	2%	5
O=C(/C=C/c1ccc(OCCCF)cc1)NCc1ccc(Cl)c(Cl)c1	-8	1%	22%	10
CCOC(=O)C1=C(C)Nc2nc3ccccc3n2C1c1cccs1 (configuration not stated)	?	-3%	/	3
CCCS(=O)(=O)N1CCCC(C(=O)NCCN(C)Cc2ccccc2)C1 (configuration not stated)	42	-12%	10%	1
COC(=O)[C@H](C)NC(=O)NCc1ccco1	-6	-5%	-8%	3
Cc1ccc(S(=O)(=O)NCCCCCC(=O)Nc2ccccc2)cc1	39	2%	/	/
COc1ccc(NC(=O)N2CCC(C(=O)c3ccc(F)cc3)CC2)cc1	-6	3%	4%	-8
NNC(=O)CNC(=O)c1ccc(F)cc1	61	-3%	/	4
Cc1ccnc(NS(=O)(=O)c2ccc(NC(=O)c3ccc(C)o3)cc2)n1	?	-2%	/	4[0.0738 µM]
COc1cccc(N2CCN(c3ncccn3)CC2)c1	-5	3%	-2%	6
COc1ccc2c(c1)OC(O)(C(F)(F)F)CC2=O (configuration not stated)	?	-15%	-4%	4
COc1ccc(-c2noc(-c3ccccc3C(=O)NCc3ccco3)n2)cc1	-4	0%	-2%	-5
CCC(C)(C)NC(=O)C(OC(=O)c1cc2sccc2n1C)c1ccc(OC)cc1 (configuration not stated)	19	-4%	-4%	6
C=C(C)CSc1nnc2n(Cc3ccccc3)c(=O)c3c4c(sc3n12)CCC4	-12	-7%	-1%	-1
CC1(C)N=C(SCC(=O)Nc2ccc(Cl)cc2)C(c2ccccc2)=N1	15	-8%	6%	1
COc1ccc(OC)c(NC2=NC3(CCCC3)N=C(N)N2)c1	?	1%	2%	-4
C=CCn1c(SCC(=O)NCc2ccco2)nc2sc3c(c2c1=O)CCCC3	?	-1%	1%	4
Nc1[nH]n2c(=O)cc(-c3ccccc3)nc2c1N=Nc1ccccc1	26	7%	-27%	-3
O=C(N/N=C/C=C/c1ccccc1[N+](=O)[O-])c1cccs1	-24	-3%	/	/
COc1ccc(/C=C(/C(=O)Nc2ccccc2C(=O)N2CCCC2)c2ccccc2)cc1	104	2%	2%	11
CCCN(CCC)CCNc1c(NC2CCN(C(=O)OCC)CC2)c(=O)c1=O	?	-5%	11%	13

2 entries from above, as labelled records.
Structure: C=CCn1c(SCC(=O)NCc2ccco2)nc2sc3c(c2c1=O)CCCC3
  PNC inhibitor: ?; ALOX12 inhib: -1%; 15-hLO-2 inh: 1%; IMPase inh: 4
Structure: COc1ccc(NC(=O)N2CCC(C(=O)c3ccc(F)cc3)CC2)cc1
  PNC inhibitor: -6; ALOX12 inhib: 3%; 15-hLO-2 inh: 4%; IMPase inh: -8

(next part)
SMILES	PNC inhibitor	ALOX12 inhib	15-hLO-2 inh	IMPase inh
Cc1nnsc1C(=O)NC(C)C12CC3CC(CC(C3)C1)C2 (configuration not stated)	9	-5%	-9%	-5
CCOC(=O)N1CCN(C(=O)/C(=C/c2cccc3ccccc23)NC(=O)c2ccc(OC)c(OC)c2)CC1	4	0%	/	/
O=C(Nc1ccccc1)c1ccccc1NC(=O)C1CCCCC1	52	-1%	-20%	-9
c1cncc(-c2nnc3n2CCC3)c1	10	-8%	0%	5
O=C1C(=Cc2cccs2)C(=O)c2ccccc21	?	2%	/	/
Cc1ccc(NC(=O)c2ccncc2)cc1[N+](=O)[O-]	-16	2%	/	-5
Cc1nn(C)c(C)c1N1C(=O)c2cccc3c(Br)ccc(c23)C1=O	-2	-8%	/	?
CC1CCN(C(=O)c2cccc(S(=O)(=O)N3CCCCC3)c2)CC1	-9	2%	0%	-4
COc1ccc(/C=C/C(=O)c2ccc(Cl)s2)cc1O	-11	?	-15%	-1
CCOc1ccc(NC(=O)CNC(=O)c2cn(-c3ccccc3OC)c(=O)c3ccccc23)cc1	-23	2%	-1%	1
CC1(C)CC(O)C(CCC(O)c2ccccc2)C(C)(C)N1 (configuration not stated)	8	3%	6%	1
CCCOc1ccc(C(NC(=O)CC(C)C)NC(=O)CC(C)C)cc1OC	20	3%	/	/
CC(C)C(c1nnnn1CCc1ccccc1)N1CCN(C(=O)c2ccco2)CC1 (configuration not stated)	30	-3%	-2%	-6
O=C(C1CC1)N1CCc2cc(Br)cc(S(=O)(=O)NCCN3CCOCC3)c21	58	-1%	-12%	3
CC(=O)/C=C1/SC(CC(=O)O)C(=O)N1c1ccccc1 (configuration not stated)	-24	5%	/	-20
Cc1cc(/C=N\NC(=O)COc2cccc3cccnc23)c(C)n1-c1ccc(Br)cc1	-7	0%	/	/
O=c1cc(-c2cccc(Br)c2)nc(-c2ccccc2F)o1	-21	-2%	/	/
CC(=O)c1ccc(OCCCC(=O)Nc2ccc(C)c(S(=O)(=O)N(C)C)c2)cc1	4	2%	/	/
C=C(C)Cn1c(=S)[nH]c2ccccc2c1=O	20	-7%	-7%	?
Cc1ccc(S(=O)(=O)N2CCC(C(=O)Nc3ccc4c(c3)OCO4)CC2)cc1	?	-17%	5%	6

14 entries out of the list, arranged by heavy-atom count, rising:
SMILES	PNC inhibitor	ALOX12 inhib	15-hLO-2 inh	IMPase inh
c1cncc(-c2nnc3n2CCC3)c1	10	-8%	0%	5
C=C(C)Cn1c(=S)[nH]c2ccccc2c1=O	20	-7%	-7%	?
O=C1C(=Cc2cccs2)C(=O)c2ccccc21	?	2%	/	/
Cc1ccc(NC(=O)c2ccncc2)cc1[N+](=O)[O-]	-16	2%	/	-5
CC(=O)/C=C1/SC(CC(=O)O)C(=O)N1c1ccccc1 (configuration not stated)	-24	5%	/	-20
Cc1nnsc1C(=O)NC(C)C12CC3CC(CC(C3)C1)C2 (configuration not stated)	9	-5%	-9%	-5
Cc1nn(C)c(C)c1N1C(=O)c2cccc3c(Br)ccc(c23)C1=O	-2	-8%	/	?
CCCOc1ccc(C(NC(=O)CC(C)C)NC(=O)CC(C)C)cc1OC	20	3%	/	/
Cc1ccc(S(=O)(=O)N2CCC(C(=O)Nc3ccc4c(c3)OCO4)CC2)cc1	?	-17%	5%	6
CC(=O)c1ccc(OCCCC(=O)Nc2ccc(C)c(S(=O)(=O)N(C)C)c2)cc1	4	2%	/	/
CC(C)C(c1nnnn1CCc1ccccc1)N1CCN(C(=O)c2ccco2)CC1 (configuration not stated)	30	-3%	-2%	-6
Cc1cc(/C=N\NC(=O)COc2cccc3cccnc23)c(C)n1-c1ccc(Br)cc1	-7	0%	/	/
CCOc1ccc(NC(=O)CNC(=O)c2cn(-c3ccccc3OC)c(=O)c3ccccc23)cc1	-23	2%	-1%	1
CCOC(=O)N1CCN(C(=O)/C(=C/c2cccc3ccccc23)NC(=O)c2ccc(OC)c(OC)c2)CC1	4	0%	/	/

(continued)
SMILES	PNC inhibitor	ALOX12 inhib	15-hLO-2 inh	IMPase inh
CONC(=O)c1cc(OCC(F)(F)F)ccc1OCC(F)(F)F	17	8%	/	-1
CC1(C)Cc2c(C#N)c(OCC(=O)c3ccc(Cl)cc3)nc(-c3ccco3)c2CO1	33	-2%	1%[2.29 µM]	7
C=C[C@@]1(C)CC(=O)[C@@]2(O)[C@@]3(C)[C@@H](O)CCC(C)(C)[C@@H]3[C@H](OC(=O)CCN(C)C)[C@H](OC(C)=O)[C@@]2(C)O1	/	-3%	14%	3
O=c1ccc2ccc(OCc3nnc(-c4ccccc4Br)o3)cc2o1	8	-12%	1%	6
Cc1cc(C)n(-c2nc(-n3nc(C)cc3C)c3c4c(sc3n2)COC(C)(C)C4)n1	-11	-3%	14%	-5
CC(C)CNC(=O)NC(=O)COC(=O)c1cccc(NS(=O)(=O)c2ccc(F)c(F)c2)c1	?	3%	/	-10

Not all compounds are listed; count on the stated rates, not on these rows.
